Screening results deposited in PubChem by National Center for Advancing Translational Sciences (NCATS).
TRPV1 ag: agonists of human vanilloid receptor 1 (TRPV1); activation, % at 8.33 µM; 320,000 compounds, 0.19% hits; TRPV1-expressing cells, Fluo-8 calcium influx, agonist mode; AID 540275; Q8NER1; in the data active means activation above about 80%; inconclusive means between about 30% and that limit; further: 0% is about no effect
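Fluo-8 calcium influx in TRPV1-expressing cells, kinetic read (ex 480/em 520 nm). Compound added and read 3 min for agonist activity, followed by capsaicin at EC20 final and 2 min further read for enhancement.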
S-ASM inh: human S-ASM enzyme inhibition; P17405; placental ASM, HMU-PC fluorogenic substrate, 60 min; Potency, µM (doses to about 57.5 µM), without a hit: at the highest dose activity change, negative = inhibition, hits mostly inhibitors; 340,000 compounds, 0.006% hits; further: potency means the concentration at half of the fitted maximal effect
Target sequence (P17405 47-631 limits assumed): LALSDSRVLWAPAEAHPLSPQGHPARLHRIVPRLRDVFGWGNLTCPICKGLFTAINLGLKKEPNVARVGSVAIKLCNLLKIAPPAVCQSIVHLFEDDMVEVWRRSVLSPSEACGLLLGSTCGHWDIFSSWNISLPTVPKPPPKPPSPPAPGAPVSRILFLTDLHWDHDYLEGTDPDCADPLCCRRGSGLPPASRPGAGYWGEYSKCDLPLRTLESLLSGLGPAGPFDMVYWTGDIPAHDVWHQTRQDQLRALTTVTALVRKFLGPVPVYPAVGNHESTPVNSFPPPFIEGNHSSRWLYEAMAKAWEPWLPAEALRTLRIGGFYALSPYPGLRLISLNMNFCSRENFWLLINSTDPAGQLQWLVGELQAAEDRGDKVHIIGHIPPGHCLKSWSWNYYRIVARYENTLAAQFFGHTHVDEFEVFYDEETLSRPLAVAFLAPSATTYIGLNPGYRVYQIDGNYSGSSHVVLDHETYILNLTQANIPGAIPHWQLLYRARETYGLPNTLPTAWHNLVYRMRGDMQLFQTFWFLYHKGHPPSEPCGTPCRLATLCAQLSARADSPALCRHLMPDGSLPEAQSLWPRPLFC
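Fluorogenic HMU-PC substrate (9 uM final) is turned over by placental ASM in 60 min at 37 C after a 10 min compound preincubation. Reaction ended by alkaline stop (pH 10), with fluorescence read at 386/447 nm.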
GALK inhibitor: blocks human galactokinase activity | Potency, µM (top dose mostly 57.5 µM), for inactives: at the top dose activity change, negative = inhibition, most hits filed as inhibitors | P51570 | Purified GALK, Kinase-Glo residual ATP luminescence | 270,000 compounds, 0.007% hits; further: potency means the concentration at half of the fitted maximal effect; on the % scale 0 is the no-effect control and ±100 the full control effect
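Luminescence from leftover ATP (Ultra-Glo luciferase/luciferin) served as read-out after a 1 h room-temperature reaction of 5 nM GALK with 35 uM ATP and 100 uM galactose.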
FBPA coupling cs: inhibits coupling enzyme system, counter-screen for aldolase hits | coupling enzyme system counterscreen, AmpLite Red fluorescence | activity change, negative = inhibition, % at 58.2 µM, hits read low | 290,000 compounds, 0.67% hits; in the data active means activity change below about -30%; further: on the % scale 0 is the no-effect control and ±100 the full control effect
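Counterscreen of the coupled detection system alone, without aldolase: glyceraldehyde-3-phosphate coupling enzymes plus AmpLite Red readout. Compounds at 57.5 uM final, 10 min RT preincubation, 20 min RT reaction, fluorescence 525/598 nm.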
a7 integrin act: activates integrin-mediated alleviation for muscular dystrophy | Potency, µM (highest dose often 38.3 µM), for the others: at the highest dose activation, hits mostly activators | alpha7betagal myoblasts, beta-gal FDG fluorescence, 48 h | AID 624291 | 350,000 compounds, 0.064% hits;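 further: potency means the concentration at half of the fitted maximal effect; 100% = response of the positive control SU9516; nearly all actives have a fitted effect of over 60% in size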
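alpha7betagal+/- myoblasts (passage 13, 250/well) treated 48 h at 37C with compounds at 1:260 dilution of DMSO stock. Lysed, then beta-galactosidase activity read as FDG fluorescence (ex 480/em 540) after 30 min, with pre-read for autofluorescence.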
KCNH2 3.1 block: inhibitors of human KCNH2 3.1 potassium channel isoform | U2OS KCNH2 3.1, thallium flux FluxOr; active compounds read low | activity change, % (tested at about 1.8 µM) | 340,000 compounds, 0.95% hits | AID 720553;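 active means maximum activity change below -70%; inconclusive means maximum activity change from -70% to -50%; inactive means maximum activity change above -50%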;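 further: thallium influx rate constant from kinetic fluorescence after stimulation buffer; on the % scale 0 is the no-effect control and ±100 the full control effect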
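Channel expression came from 3.1 mutant virus (1.77 x 10^8 /mL) applied to suspended U2OS cells for 4 h. Flux was tracked with FluxOr dye plus Red40 quencher, and kinetic rate constants normalized to controls.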
MBNL1-CUG inh: blocks human MBNL1 binding to CUG repeat RNA; Q9NR56; TR-FRET MBNL1-His/biotin-(CUG)12 binding, 665/545 ratio; Potency, µM (titrated, usually from 57.5 µM), for the others: top-dose activity change, negative = inhibition, hits mostly inhibitors; AID 2675; 280,000 compounds, 0.036% hits; active means well fitted inhibition curve with a large enough effect in the signal ratio, with a control signal flat, not every such curve was filed as active; inconclusive means small, poorly fitted or top-dose-only effect, or effect the other way, or a change in a side signal; inactive means no such curve, though single readings can be large or run the other way; the % refers to the signal ratio; further: potency means the concentration at half of the fitted maximal effect; on the % scale 0 is the no-effect control and ±100 the full control effect
Target sequence (Q9NR56 whole entry, looked up): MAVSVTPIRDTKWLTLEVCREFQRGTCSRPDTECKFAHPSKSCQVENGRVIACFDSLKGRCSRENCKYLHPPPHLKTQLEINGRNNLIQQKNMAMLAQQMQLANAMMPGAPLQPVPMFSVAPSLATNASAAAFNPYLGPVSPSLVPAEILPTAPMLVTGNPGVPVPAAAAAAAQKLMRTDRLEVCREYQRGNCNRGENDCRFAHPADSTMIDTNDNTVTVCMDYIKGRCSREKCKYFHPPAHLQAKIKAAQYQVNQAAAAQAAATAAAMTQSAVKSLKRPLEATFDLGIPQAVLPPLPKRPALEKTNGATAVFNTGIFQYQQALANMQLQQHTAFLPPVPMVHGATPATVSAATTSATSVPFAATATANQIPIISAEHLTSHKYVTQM
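His-tagged MBNL1 binding to biotinylated (CUG)12 RNA was measured by TR-FRET using terbium anti-His antibody (0.055 ng/ul final) and streptavidin-XL665 (5 nM final). Compounds were titrated 92 nM to 58 uM; 60 min at room temperature.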
hERG WT inh: inhibitors of human wildtype KCNH2 potassium channel | 340,000 compounds, 0.37% hits | U2OS, BacMam KCNH2, thallium flux FluxOr; active compounds read low | activity change, % at 1.84 µM | Q12809;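 active means maximum activity change below -70%; inconclusive means maximum activity change between -70% and -50%; inactive means maximum activity change above -50%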; further: on the % scale 0 is the no-effect control and ±100 the full control effect
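U2OS cells were transduced with wild-type KCNH2 virus (2.03 x 10^8 / mL) for 4 h at room temperature, then cultured overnight at 37 C. Thallium flux was read with FluxOr dye. Rate constants were normalized to DMSO controls.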
CXXC DNA block: blocks binding of human MLL CXXC domain to DNA. Potency, µM (highest dose often 115 µM), without a hit: at the top dose activity change, negative = inhibition, hits mostly inhibitors. MLL-CXXC / FITC-HOXA9 DNA fluorescence polarization. 290,000 compounds, 0.037% hits. Q03164. AID 2662; active means well fitted inhibition curve with a large enough effect in the polarisation, with a control signal flat, not every such curve was filed as active; inconclusive means small, poorly fitted or top-dose-only effect, or effect the other way, or a change in a side signal; inactive means no such curve, though single readings can be large or run the other way; the % refers to the polarisation; further: potency means the concentration at half of the fitted maximal effect
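Fluorescence polarization: 7 uM MLL-CXXC (stock) preincubated 5 min with compounds, then 50 nM fluorescein-HOX-A9 DNA (stock) added; 30 min ambient. Buffer 50 mM Tris-HCl pH 7.5, 50 mM NaCl, 1 mM DTT, 0.05% BSA.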
AT treatment: potential ataxia-telangiectasia treatment | […] A-T fibroblasts, KAP-1 phosphorylation AlphaLISA; neocarzinostatin DNA damage 30 min before lysis | Potency, µM (top dose mostly 57.5 µM), for inactives: top-dose activation, usual class: activators | 320,000 compounds, 0.19% hits; further: potency means the concentration at half of the fitted maximal effect; % of control where 0% means no effect; nearly all actives have a fitted effect of over 45% in size
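ATM-like activity read as KAP-1 phosphorylation via AlphaLISA donor/acceptor antibody pairs after lysis and 6 hr at 25C. Cells were ATM-null patient fibroblasts ([…], hTERT), dosed 60 min, then exposed to the DSB inducer NCS for 30 min.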
Starred values were filed as active, the others as inactive; ? = inconclusive; . = not tested or not shown; [ ] = another dose, or the depositor's remark. Unless noted, the call rests on the fitted dose curve; in most records, active means well fitted curve in the direction sought with a large enough effect; inconclusive means small, poorly fitted or top-dose-only effect, or another doubt; inactive means no such curve, though single readings can be large; an effect the other way counts as inactive or inconclusive.

No. | Structure | TRPV1 ag | S-ASM inh | GALK inhibitor | FBPA coupling cs | a7 integrin act | KCNH2 3.1 block | MBNL1-CUG inh | hERG WT inh | CXXC DNA block | AT treatment
1 | CCCNC(=O)COc1coc(CN2CCN(c3ccccc3F)CC2)cc1=O | 4 | 0% | 0% | 4 | 4% | -10 | 0% | -16 | -1% | 12%
2 | CCC1(C)Cc2c(sc3nnn(CC(=O)Nc4cccc5ccccc45)c(=O)c23)CO1 (stereo not given) | -2 | -5% | 0% | 0 | 2% | -30 | 9% | -12 | 6% | -1%
3 | Cc1cccc(NC(=O)c2cc([N+](=O)[O-])ccc2Cl)c1O | 20 | -2% | -1% | -2 | 8% | -4 | ? | -9 | 7% | 4%
4 | CN(C)CCCN(C(=O)COc1ccccc1)c1nc2c(Cl)cccc2s1 | 0 | -4% | -5% | 1 | -26% | -1 | -6% | 50 | 0% | -2%
5 | COc1ccc(OC)c(-n2c(-c3ccc(S(C)(=O)=O)cc3)cc(C=O)c2C)c1 | 1 | 5% | 0% | -10 | -12% | -10 | -7% | 6 | 5% | .
6 | CO/N=C/c1ccc(Oc2ccc([N+](=O)[O-])cc2[N+](=O)[O-])c(OC)c1 | -3 | -4% | 0% | -7 | -49%[inhibitor] | -14 | ? | 3 | 2% | -6%
7 | CCOC(=O)N1CCC(NS(=O)(=O)c2ccc(C)c(Cl)c2)CC1 | ? | -1% | 7% | 3 | 22% | 0 | 6% | -4 | 1% | -1%
8 | O=C(COc1ncnc2sccc12)N1CCN(c2ccccc2)CC1 | 0 | 14% | 1% | 2 | -15% | 0 | 10% | 6 | 2% | -1%
9 | CCC(C)NC(=O)c1nc2c(nnn2Cc2ccccc2Cl)c(=O)[nH]1 (stereo not given) | -2 | -1% | 3% | 2 | 33% | 10 | -13% | -7 | 9% | 5%
10 | CCOC(=O)c1nn(-c2ccc(C)cc2)c(=O)cc1OCC(=O)Nc1cccc(C)c1 | 5 | 2% | . | . | -2% | 0 | . | 19 | . | 6%
11 | CC1(C)COC(Cn2c3ccccc3c3ccccc32)O1 (stereo not given) | 4 | -2% | -1% | 2 | 0% | -2 | -5% | -1 | 3% | 57%
12 | c1ccc(CCNc2ncnc3nc[nH]c23)cc1 | ? | 1% | 1% | -5 | 0% | -4 | -3% | -6 | 3% | 1%
13 | Oc1oc(C=Nc2ccc(F)cc2F)c2ccccc12 | -1 | 7% | -1% | 1 | 11% | 4 | 3% | -7 | -1% | -2%
14 | COc1ccccc1N1CCN(/N=C/c2cccc(OC)c2OC)CC1 | -4 | 0% | 1% | 1 | -20% | 9 | 4% | -6 | 28% | 2%
15 | Cc1cc(Br)c(Cl)cc1NC(=O)CN1C(=O)C2C3CC(c4ccccc4)C(C3)C2C1=O (stereo not given) | 1 | -13% | 2% | -1 | 21% | -4 | -1% | 3 | -7% | 7%
16 | O=C1[C@@H](Oc2ccccc2)[C@@H](c2ccccc2)N1c1ccccc1 | . | 2% | . | . | 0% | 0 | . | 1 | . | 8%[11.5 µM]
17 | CCOC(=O)c1c(C)c(C(=O)Nc2ccc(F)cc2)c(C)n1C | 5 | 1% | -2% | -9 | 6% | . | -7% | -30 | 5% | -3%
18 | CC1CCc2cccc3c2N1c1cc(C#N)c(C#N)cc1O3 (stereo not given) | 1 | -14% | -2% | -1 | -2% | -2 | -4% | -6 | ? | 6%
19 | O=C(Cc1cn(Cc2cccc(Cl)c2)c2ccccc12)N1CCCCCC1 | 29 | -18% | 0% | -6 | -15% | 18 | . | -10 | 7% | 7%
20 | COc1ccccc1NC(=O)CS(=O)(=O)c1cccc2nsnc12 | -1 | 2% | 0% | 0 | -3% | -3 | ? | 6 | 15% | 7%
21 | Cc1cccc(-n2c(Cc3ccccc3)nnc2SCC(=O)N2CCOCC2)c1 | 0 | -2% | 3% | 1 | 11% | 12 | 7% | -3 | 9% | -4%
22 | COc1ccc2[nH]c3c(c2c1)CCN1C(=O)C(CC(=O)NCCC2=CCCCC2)C[C@H](C(=O)N(C(C)C)C(C)C)[C@@]31C (stereo not given in full) | . | -6% | . | . | -32% | -1 | . | -12 | . | 2%
23 | O=C(c1ccccc1)N1CCC(O)(c2ccc3c(c2)OCO3)CC1 | -3 | 5% | -2% | 2 | 15% | -7 | 8% | 0 | 9% | -2%
24 | COc1ccc(S(=O)(=O)Nc2cc(C(C)C)c(O)cc2C)cc1 | -4 | -1% | -5% | 4 | 4% | -5 | 2% | 1 | -5% | -9%
25 | COc1cc(CN(C2CCCCC2)S(=O)(=O)c2ccc(S(=O)(=O)N(C)C3CCCCC3)cc2)cc(OC)c1OC | -5 | 3% | 0% | -2 | 15% | -10 | . | -4 | 1% | 13%

Sorted by value in MBNL1-CUG inh (high to low): three of the compounds above.
item | molecule | MBNL1-CUG inh
2 | CCC1(C)Cc2c(sc3nnn(CC(=O)Nc4cccc5ccccc45)c(=O)c23)CO1 (stereo not given) | 9%
14 | COc1ccccc1N1CCN(/N=C/c2cccc(OC)c2OC)CC1 | 4%
24 | COc1ccc(S(=O)(=O)Nc2cc(C(C)C)c(O)cc2C)cc1 | 2%

Look-ups from the entries so far:
entry 1 – CXXC DNA block: -1%
entry 2 – S-ASM inh: -5%

New compounds follow.
No. | Structure | TRPV1 ag | S-ASM inh | GALK inhibitor | FBPA coupling cs | a7 integrin act | KCNH2 3.1 block | MBNL1-CUG inh | hERG WT inh | CXXC DNA block | AT treatment
26 | CC(C)N(Cc1ccccc1)C(=O)COC(=O)c1cnccn1 | 3 | -3% | 7% | -1 | 16% | -25 | 6% | -2 | 5% | -8%
27 | COC(=O)c1ccc(NC(=O)CCNS(=O)(=O)c2cccc3nonc23)cc1 | 7 | -3% | 1% | 4 | ? | -2 | ? | 1 | -2% | 0%
28 | Cc1ccc(C(CNS(=O)(=O)c2ccc(Br)cc2)N2CCN(C)CC2)cc1 (stereo not given) | 1 | 1% | . | . | -25% | ? | . | 26 | . | 0%
29 | CC(/C=N/NC(=O)c1ccc2nc(C)[nH]c2c1)=C\c1ccccc1 | 1 | -1% | 1% | 0 | -1% | -1 | ? | 11 | 12% | -2%
30 | CCc1ccc(-n2cc(-c3ccc(F)cc3)[n+]3c2SCCC3)cc1 | -4 | 5% | 12% | 4 | -50% | -46 | -3% | 1 | 5% | 9%
31 | Cc1cc(C)c(Cn2c(=O)n(CCCC(=O)NCc3ccco3)c(=O)c3sccc32)c(C)c1 | 3 | -7% | 4% | 3 | 34% | -19 | 1% | -6 | 26% | -3%
32 | NNC(=S)Nc1ccc(OC(F)(F)F)cc1 | -3 | 5% | 0% | -2 | 7% | 11 | -9% | -15 | -2% | -2%
33 | O=C(Nc1ccon1)c1nc[nH]c1C(=O)NCc1ccccc1 | 6 | -2% | . | . | -30% | -8 | . | 2 | . | -7%
34 | CC(C)(C)S(=O)N1Cc2cc(=O)n(Cc3ccccc3)cc2[C@H]1CCO (stereo not given in full) | . | 10% | . | . | 39% | 0 | . | 1 | . | .
35 | O=C1CC(NS(=O)(=O)c2cccs2)CN1c1ccc(Cl)cc1 (stereo not given) | 10 | 5% | . | . | 19% | -12 | . | 3 | . | 24%
36 | CC(C)c1ccc(NC(=S)N2CCN(Cc3ccccc3)CC2)cc1 | ? | 0% | -2% | 5 | -6% | -13 | 0% | 3 | 17% | 1%
37 | Cc1cc(C(=O)O)ccc1-n1c(C)cc(/C=C(/C#N)C(=O)Nc2ccccc2)c1C | 3 | 39%[activator] | -1% | -1 | 15% | 1 | 15% | 6 | -19% | -4%
38 | COc1ccc(/C=C(\C#N)C(=O)N2CCOCC2)cc1Br | ? | -4% | . | 4 | -6% | 13 | -7% | -7 | 9% | -5%
39 | CN(C(=O)COC(=O)c1ccc2ccccc2n1)c1ccccc1 | . | 0% | . | . | 25% | 7 | . | -2 | . | 10%
40 | COC(=O)c1ccccc1NS(=O)(=O)c1ccc(O)c(C(=O)O)c1 | -2 | 8% | -3% | 26 | -20% | 2 | -1% | 9 | -7% | -10%
41 | CCN(CC(=O)NCc1cccs1)CC(=O)Nc1cccc(S(N)(=O)=O)c1 | -1 | 0% | . | . | 33% | 3 | . | -5 | . | 7%
42 | Cc1cccc(C(=O)NCc2nnc(SC(C)C(=O)Nc3nnc(C)s3)n2C)c1 (stereo not given) | 0 | 11% | . | . | 0% | 3 | . | 4 | . | -11%
43 | Cc1cc(C)nc(SCC(=O)N/N=C/c2cccnc2)n1 | 0 | 0% | 0% | . | 2% | 13 | 10% | 2 | 19% | -3%
44 | O=C1C=C(O)c2[nH]c(=O)ccc2C1=O | . | -2% | . | . | 33% | -5 | . | 25 | . | .
45 | Cc1cc(Cl)c2oc(C(=O)N(C)Cc3ccon3)c(C)c2c1 | 2 | -6% | 13% | -15 | 20% | 9 | -3% | -7 | 5% | 8%
